Bioassay records: PubChem BioAssay, Sanford-Burnham Center for Chemical Genomics
EBI2 block – EBI2 receptor antagonists, beta-arrestin recruitment, primary screen, cell-based, luminescence, 7a,25-OHC stimulation, uHTS. G-protein coupled receptor 183 (Homo sapiens), P32249. 7a,25-OHC stimulated. inhibition, % at 5 µM. 360,000 tested, 0.81% active; in the data active = inhibition above about 38%;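 note: enzyme fragment complementation signal reports receptor beta-arrestin coupling in cells; 0% = agonist plus DMSO wells and 100% = wells without agonist; some results beyond the cut were filed as inactive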
Target sequence (P32249 whole entry, looked up, the tested form may be a part): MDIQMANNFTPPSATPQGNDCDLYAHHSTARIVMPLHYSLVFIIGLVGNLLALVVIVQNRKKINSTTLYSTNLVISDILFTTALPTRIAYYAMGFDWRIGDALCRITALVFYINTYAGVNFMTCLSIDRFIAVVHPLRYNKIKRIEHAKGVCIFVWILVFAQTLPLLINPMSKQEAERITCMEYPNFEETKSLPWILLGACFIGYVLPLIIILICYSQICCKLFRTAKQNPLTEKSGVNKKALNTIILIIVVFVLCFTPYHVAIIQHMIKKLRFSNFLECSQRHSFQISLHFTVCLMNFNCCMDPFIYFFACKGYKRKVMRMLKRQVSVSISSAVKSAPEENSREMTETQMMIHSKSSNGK
APOBEC3G inh – APOBEC3G DNA deaminase inhibitors, primary screen, biochemical, fluorescence, single-stranded DNA substrate, uHTS. AID 493012, 2011. recombinant A3G, ssDNA deamination FAM/TAMRA fluorescence. 330,000 tested, 0.28% active. inhibition, % at 20 µM. DNA dC->dU-editing enzyme APOBEC-3G (Homo sapiens), Q9HC16;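 active = inhibition of at least 40% at 20 µM, with no more than 30% in the related APOBEC3A deaminase screen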;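 note: plate controls were DMSO wells with A3G for no effect and wells lacking A3G enzyme for full effect; some compounds called inactive have numbers as strong as hits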
Target sequence (Q9HC16 whole entry, looked up): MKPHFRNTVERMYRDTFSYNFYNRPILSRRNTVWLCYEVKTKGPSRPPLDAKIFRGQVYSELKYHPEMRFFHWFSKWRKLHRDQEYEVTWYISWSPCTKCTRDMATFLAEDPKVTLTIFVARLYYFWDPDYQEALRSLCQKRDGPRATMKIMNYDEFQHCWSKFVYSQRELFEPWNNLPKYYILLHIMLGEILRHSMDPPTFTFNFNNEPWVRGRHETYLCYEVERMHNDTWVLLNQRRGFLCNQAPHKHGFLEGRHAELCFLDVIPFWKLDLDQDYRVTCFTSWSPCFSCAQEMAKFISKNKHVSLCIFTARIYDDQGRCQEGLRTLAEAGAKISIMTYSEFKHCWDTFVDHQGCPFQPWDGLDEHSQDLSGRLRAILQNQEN
APOBEC3A inh – APOBEC3A ssDNA deaminase inhibitors, primary screen, selectivity assay for APOBEC3G inhibitor project, biochemical, FAM/TAMRA oligo cleavage fluorescence; inhibition, % at 20 µM; recombinant A3A, FAM/TAMRA ssDNA deamination fluorescence; DNA dC->dU-editing enzyme APOBEC-3A (Homo sapiens), P31941; AID 493011, 2011; 330,000 tested, 0.41% active;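 active = at least 40% inhibition at 20 µM here, with at most 30% in a related deaminase screen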;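 note: plate controls were A3A with DMSO for no effect and wells lacking A3A enzyme for full effect; some results filed as inactive read as strong as hits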
Target sequence (P31941 whole entry, looked up): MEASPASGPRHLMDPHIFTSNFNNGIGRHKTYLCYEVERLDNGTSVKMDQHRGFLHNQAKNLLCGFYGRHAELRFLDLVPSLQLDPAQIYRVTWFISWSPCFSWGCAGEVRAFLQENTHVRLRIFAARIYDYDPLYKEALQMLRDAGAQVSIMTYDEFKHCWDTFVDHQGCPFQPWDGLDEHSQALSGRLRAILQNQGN
Gli-Sufu antag – Gli-Sufu pathway antagonists, primary screen, luciferase luminescence, Sufu-KO-LIGHT cells, uHTS; Sufu-KO-LIGHT fibroblasts, Gli luciferase reporter luminescence; 340,000 tested, 0.74% active; inhibition, % at 5 µM;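 active = inhibition above about 55%, limit read from the data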;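 note: 0% = DMSO-treated cells and 100% = wells with medium but no cells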
GRIN3A LBD mod – binders of NR3A ligand-binding domain, primary screen, biophysical, differential scanning fluorimetry, uHTS; 340,000 tested, 2.5% active; AID 1259313, 2017; Tm shift relative to glycine control, % at 25 µM; NR3A LBD differential scanning fluorimetry, Tm shift; 0% = protein alone, 100% = glycine-bound protein;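 active = melting temperature shift of at least 10% of the positive control shift, at one fixed dose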
CCR6 antag – CCR6 receptor antagonists, primary screen, cell-based, CHO-K1, luminescence, beta-arrestin, uHTS. CHO-K1 CCR6 PathHunter beta-arrestin, CCL20-stimulated. C-C chemokine receptor type 6 (Homo sapiens), P51684. inhibition, % at 20 µM. AID 493098, 2011. 340,000 tested, 0.49% active;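 active = compounds whose inhibition of the agonist-driven luminescence signal at 20 µM reaches about 50%, limit read from the data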;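 note: cells stimulated with CCL20 at 14 nM final; plate controls were DMSO with CCL20 for no effect and DMSO without agonist for full effect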
CXCR6 block – CXCR6 receptor inhibitors, primary screen, cell-based, beta-arrestin, luminescence, CHO-K1 PathHunter, 1536-well | C-X-C chemokine receptor type 6 (Homo sapiens), O00574 | inhibition, % at 20 µM | 360,000 tested, 0.36% active | AID 602244, 2012; in the data active = inhibition above about 34%, passing the limit was not always enough;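 note: antagonist mode with CXCL16 agonist at 10 nM final; 0% = 10 nM CXCL16 with DMSO and 100% = unstimulated wells without agonist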
MPTP block – mitochondrial permeability transition pore inhibitors, primary screen, biochemical, isolated mouse mitochondria, absorbance. Ca2+ swelling absorbance, 30 min. 360,000 tested, 1.4% active. inhibition, % at 10 µM;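 active = inhibition of 50% or more, scaled per plate between neutral and stimulator controls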;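 note: 0% = DMSO wells given calcium and 100% = 1 mM EGTA wells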
* marks the source's active call; other numbers are inactive results.

What do the screens show for `CC(C)OC(=O)CC1C(=O)NCCN1C(=O)COc1ccc(C(C)(C)C)cc1` (centres undefined)?
EBI2 block: -1; APOBEC3G inh: -4; APOBEC3A inh: -3; Gli-Sufu antag: -8; GRIN3A LBD mod: -1; CCR6 antag: -6; CXCR6 block: -1; MPTP block: 0.6

Results for CC1CC(C)CN(S(=O)(=O)c2ccc3c(c2)oc(=O)n3CC(=O)NCCCOC(C)C)C1 (centres undefined) ?
EBI2 block: 7; APOBEC3G inh: -2; APOBEC3A inh: -4; Gli-Sufu antag: 9; GRIN3A LBD mod: 2; CCR6 antag: 10; CXCR6 block: -4; MPTP block: 1.5

How did CC(C)CC(NC(N)=O)C(=O)Nc1ccc(Cl)c(Cl)c1 (centres undefined) do in these assays?
EBI2 block: 1; APOBEC3G inh: 10; APOBEC3A inh: 1; Gli-Sufu antag: -10; GRIN3A LBD mod: -1; CCR6 antag: 8; CXCR6 block: 0; MPTP block: 0.0

What do the screens show for `Cc1ccc(NC(=O)CCN2C(=O)c3ccccc3Sc3ncccc32)cc1`?
EBI2 block: 2; APOBEC3G inh: -3; APOBEC3A inh: -1; Gli-Sufu antag: -1; GRIN3A LBD mod: -2; CCR6 antag: -1; CXCR6 block: 8; MPTP block: 0.7

Results for Cc1cc(N2CCCCC2)n2ncc(-c3ccc(Cl)cc3)c2n1 ?
EBI2 block: 15; APOBEC3G inh: 0; APOBEC3A inh: 1; Gli-Sufu antag: -11; GRIN3A LBD mod: -1; CCR6 antag: 12; CXCR6 block: 3; MPTP block: -0.3

How did CCOC(=O)C(NC(=O)Cc1ccccc1)(Nc1cc(C)on1)C(F)(F)F (centres undefined) do in these assays?
EBI2 block: -5; APOBEC3G inh: -2; APOBEC3A inh: -3; Gli-Sufu antag: 2; GRIN3A LBD mod: 3; CCR6 antag: 6; CXCR6 block: 1; MPTP block: -0.8

What do the screens show for `Cc1cc(C(=O)Nc2c(C)n(C)n(-c3ccccc3)c2=O)c2ccccc2n1`?
EBI2 block: -8; APOBEC3G inh: 2; APOBEC3A inh: 1; Gli-Sufu antag: 1; GRIN3A LBD mod: 1; CCR6 antag: 16; CXCR6 block: 2; MPTP block: -1.3

Results for COC(=O)C1(CO)NC(c2cccs2)C2C(=O)N(c3ccccc3)C(=O)C21 (centres undefined) ?
EBI2 block: -4; APOBEC3G inh: -3; APOBEC3A inh: -1; Gli-Sufu antag: 3; GRIN3A LBD mod: -1; CCR6 antag: -11; CXCR6 block: -20; MPTP block: -1.4

What do the screens show for `O=C(Cn1cnc2sc3c(c2c1=O)CCCC3)NCC(=O)Nc1c(F)cc(F)cc1Br`?
EBI2 block: 12; APOBEC3G inh: -1; APOBEC3A inh: -1; Gli-Sufu antag: 1; GRIN3A LBD mod: 0; CCR6 antag: -6; CXCR6 block: -2; MPTP block: -1.3

What do the screens show for `O=C(Nc1ccc([N+](=O)[O-])cc1)C(=O)Nc1cccc(C(=O)O)c1`?
EBI2 block: -14; APOBEC3G inh: 3; APOBEC3A inh: -2; Gli-Sufu antag: -138; GRIN3A LBD mod: 0; CCR6 antag: -1; CXCR6 block: -3; MPTP block: 0.9

What do the screens show for `COc1ccc(C(=O)Nn2cnc3ccccc3c2=O)c(OC)c1`?
EBI2 block: -14; APOBEC3G inh: -5; APOBEC3A inh: -6; Gli-Sufu antag: -91; GRIN3A LBD mod: -2; CCR6 antag: 6; CXCR6 block: 3; MPTP block: -3.7

Results for CCCN1CCN(CCCNC(=O)Cn2cc3c(n2)CCCC3)CC1 ?
EBI2 block: -9; APOBEC3G inh: -3; APOBEC3A inh: -3; Gli-Sufu antag: 3; GRIN3A LBD mod: 0; CCR6 antag: 8; CXCR6 block: 0; MPTP block: -1.8

Results for CC1CCCCC1NC(=O)c1ccc(S(=O)(=O)NCc2ccco2)cc1 (centres undefined) ?
EBI2 block: 0; APOBEC3G inh: -7; APOBEC3A inh: 1; Gli-Sufu antag: -2; GRIN3A LBD mod: 4; CCR6 antag: 8; CXCR6 block: 0; MPTP block: -0.3

How did O=C(NCc1ccncc1)c1cccc(S(=O)(=O)NCc2ccccc2)c1 do in these assays?
EBI2 block: -3; APOBEC3G inh: -4; APOBEC3A inh: 4; Gli-Sufu antag: 3; GRIN3A LBD mod: 1; CCR6 antag: -19; CXCR6 block: -2; MPTP block: -0.9

Results for COc1ccc2c(c1)c(C(=O)N/N=C/c1ccc(OC)c(OC)c1)c(C)n2C ?
EBI2 block: 1; APOBEC3G inh: 5; APOBEC3A inh: 1; GRIN3A LBD mod: -5; CCR6 antag: 4; CXCR6 block: -5; MPTP block: -0.8

Two consecutive compounds from above, for reference:
What do the screens show for `CC(C)OC(=O)CC1C(=O)NCCN1C(=O)COc1ccc(C(C)(C)C)cc1` (centres undefined)?
EBI2 block: -1; APOBEC3G inh: -4; APOBEC3A inh: -3; Gli-Sufu antag: -8; GRIN3A LBD mod: -1; CCR6 antag: -6; CXCR6 block: -1; MPTP block: 0.6

Results for CC1CC(C)CN(S(=O)(=O)c2ccc3c(c2)oc(=O)n3CC(=O)NCCCOC(C)C)C1 (centres undefined) ?
EBI2 block: 7; APOBEC3G inh: -2; APOBEC3A inh: -4; Gli-Sufu antag: 9; GRIN3A LBD mod: 2; CCR6 antag: 10; CXCR6 block: -4; MPTP block: 1.5

Compounds from the list above with a thiophene ring, fused or not, in the order listed:
Results for COC(=O)C1(CO)NC(c2cccs2)C2C(=O)N(c3ccccc3)C(=O)C21 (centres undefined) ?
EBI2 block: -4; APOBEC3G inh: -3; APOBEC3A inh: -1; Gli-Sufu antag: 3; GRIN3A LBD mod: -1; CCR6 antag: -11; CXCR6 block: -20; MPTP block: -1.4

What do the screens show for `O=C(Cn1cnc2sc3c(c2c1=O)CCCC3)NCC(=O)Nc1c(F)cc(F)cc1Br`?
EBI2 block: 12; APOBEC3G inh: -1; APOBEC3A inh: -1; Gli-Sufu antag: 1; GRIN3A LBD mod: 0; CCR6 antag: -6; CXCR6 block: -2; MPTP block: -1.3

(more compounds)
Results for CCc1cc(C(c2ccccc2OC)N2CCOCC2)c(NC(=O)c2ccccc2)s1 (centres undefined) ?
EBI2 block: 18; APOBEC3G inh: 0; APOBEC3A inh: -1; Gli-Sufu antag: 22; GRIN3A LBD mod: -1; CCR6 antag: 0; CXCR6 block: 15; MPTP block: 5.2

How did COc1ccccc1-n1c(=O)[nH]c2c(C(N)=O)nc(C3CCCCC3)nc21 do in these assays?
EBI2 block: 0; APOBEC3G inh: -2; APOBEC3A inh: -1; Gli-Sufu antag: 1; GRIN3A LBD mod: -2; CCR6 antag: 3; CXCR6 block: 4; MPTP block: 0.9

How did Cc1ccc(S(=O)(=O)NC(=O)c2ccc(Br)o2)cc1 do in these assays?
EBI2 block: -1; APOBEC3G inh: 12; APOBEC3A inh: 2; Gli-Sufu antag: -9; GRIN3A LBD mod: 4; CCR6 antag: -5; CXCR6 block: 0; MPTP block: -0.6

How did Cc1ccc(C#N)c(SCC(=O)Nc2nccs2)n1 do in these assays?
EBI2 block: -9; APOBEC3G inh: -16; APOBEC3A inh: -4; Gli-Sufu antag: -92; GRIN3A LBD mod: 2; CCR6 antag: -14; CXCR6 block: -4; MPTP block: 0.5

How did Cc1ccc(C2(C)NC(=O)N(CC(=O)NNC(=O)c3ccccc3F)C2=O)cc1 (centres undefined) do in these assays?
EBI2 block: -1; APOBEC3G inh: 0; APOBEC3A inh: -1; Gli-Sufu antag: 46; GRIN3A LBD mod: 1; CCR6 antag: -9; CXCR6 block: 1; MPTP block: -3.9

How did O=C1NC(=O)C2(CCC(C3CCCCC3)CC2)N1 (centres undefined) do in these assays?
EBI2 block: 10; Gli-Sufu antag: 11; GRIN3A LBD mod: -1; CCR6 antag: 4; CXCR6 block: -4; MPTP block: -1.2

How did CCn1c(Sc2ccc([N+](=O)[O-])cn2)nnc1-c1ccco1 do in these assays?
EBI2 block: -12; APOBEC3G inh: -6; APOBEC3A inh: -3; Gli-Sufu antag: 21; GRIN3A LBD mod: -3; CCR6 antag: 6; CXCR6 block: -28; MPTP block: 0.6

What do the screens show for `CCOC(=O)C1CCCN(c2c(Nc3cc(C)cc(C)c3)c(=O)c2=O)C1` (centres undefined)?
EBI2 block: 1; APOBEC3G inh: 3; APOBEC3A inh: 5; Gli-Sufu antag: 2; GRIN3A LBD mod: 1; CCR6 antag: 6; CXCR6 block: -6; MPTP block: -0.9

Results for O=C(Cn1cncn1)NCc1cc(F)ccc1F ?
EBI2 block: -9; APOBEC3G inh: -2; APOBEC3A inh: 4; Gli-Sufu antag: -15; GRIN3A LBD mod: 2; CCR6 antag: -4; CXCR6 block: -6; MPTP block: -0.9

What do the screens show for `CC1CCC2(CC1)NC(=O)N(NC(=O)c1ccc(OC(C)C)cc1)C2=O` (centres undefined)?
EBI2 block: -2; APOBEC3G inh: -8; APOBEC3A inh: 2; Gli-Sufu antag: -7; GRIN3A LBD mod: -1; CCR6 antag: 3; CXCR6 block: 2; MPTP block: -1.1

How did O=C(c1cc(C2CC2)on1)N1CCN(c2ccccc2)CC1 do in these assays?
EBI2 block: 1; APOBEC3G inh: 6; APOBEC3A inh: 4; Gli-Sufu antag: -2; GRIN3A LBD mod: 0; CCR6 antag: 9; CXCR6 block: -3; MPTP block: -0.7

How did CCCCS(=O)(=O)N1CN(S(=O)(=O)CCCC)C2NC(=O)NC21 (centres undefined) do in these assays?
EBI2 block: -12; APOBEC3G inh: -4; APOBEC3A inh: -1; Gli-Sufu antag: 6; GRIN3A LBD mod: -1; CCR6 antag: -5; CXCR6 block: 4; MPTP block: 0.3

How did CCOC(=O)C1CCCCN1Cc1ccccc1C(F)(F)F (centres undefined) do in these assays?
EBI2 block: 5; APOBEC3G inh: -6; APOBEC3A inh: -2; Gli-Sufu antag: -1; GRIN3A LBD mod: 1; CCR6 antag: 5; CXCR6 block: 0; MPTP block: 0.8

How did Cc1ccc(NC(=O)CSc2nccn2C)cc1F do in these assays?
EBI2 block: -8; APOBEC3G inh: -10; APOBEC3A inh: -5; Gli-Sufu antag: -32; GRIN3A LBD mod: 1; CCR6 antag: 0; CXCR6 block: -8; MPTP block: -0.1

Results for CCCCn1cnc2c(cnn2-c2ccc(F)cc2)c1=O ?
EBI2 block: 1; APOBEC3G inh: 2; APOBEC3A inh: 0; Gli-Sufu antag: 15; GRIN3A LBD mod: 0; CCR6 antag: 5; CXCR6 block: -3; MPTP block: 5.6

What do the screens show for `Cc1ccc(/C=C2/SC(=O)N(CC(=O)N3CCOCC3)C2=O)s1`?
EBI2 block: 4; APOBEC3G inh: 1; APOBEC3A inh: 4; Gli-Sufu antag: -5; GRIN3A LBD mod: -4; CCR6 antag: 5; CXCR6 block: 9; MPTP block: 2.7

What do the screens show for `Nc1nccc(-c2nn(-c3ccc(Cl)cc3)ccc2=O)n1`?
EBI2 block: 1; APOBEC3G inh: -6; APOBEC3A inh: -6; Gli-Sufu antag: -2; GRIN3A LBD mod: -1; CCR6 antag: -6; CXCR6 block: 2; MPTP block: 1.2

Results for FC(F)(F)c1nc(=S)c2ccccc2[nH]1 ?
EBI2 block: -5; Gli-Sufu antag: -8; GRIN3A LBD mod: 3; CCR6 antag: -14; CXCR6 block: -5; MPTP block: -4.4
